# High-throughput results (PubChem)
# Runt-SMMHC FRET: Runt domain-CBFb-SMMHC interaction inhibition. 0.74% of 220,000 active. inhibition, % at 20 µM. AID 1434. Cerulean-Runt/Venus-CBFb-SMMHC FRET ratio 530/480, 1 h;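 active = mean inhibition across duplicate retests at 20 µM reaching about 50%, limit read from the data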;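 note: 0% = DMSO wells and 100% = wells with excess untagged CBFb-SMMHC; inhibitors lower the FRET ratio by blocking Runt binding to CBFb-SMMHC; some results filed as inactive read as strong as hits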
# NCF1 inh: blocks human p47phox regulatory protein of NADPH oxidases; P14598; p47phox/p22phox peptide binding, fluorescence polarization, 2 h; inhibition, % at 24.7 µM; 0.53% of 220,000 active;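 active = inhibition above about 30%, limit read from the data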;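 note: 0% = p47phox with labelled peptide and 100% = labelled peptide alone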
# TRPML3 ag: human mucolipin-3 channel agonism | activation, % at 3 µM | 0.29% of 220,000 active | Q8TDD5 | HEK293 TRPML3-YFP, Fluo-8 calcium fluorescence; 100% = the carbachol control signal | AID 1448;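 active = activation above its plate's cutoff, the mean activation of the plate's test wells plus 3 SD, cut at about 12% in these data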;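 note: 0% = DMSO only wells and 100% = carbachol wells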
# Target sequence (Q8TDD5 whole entry, looked up): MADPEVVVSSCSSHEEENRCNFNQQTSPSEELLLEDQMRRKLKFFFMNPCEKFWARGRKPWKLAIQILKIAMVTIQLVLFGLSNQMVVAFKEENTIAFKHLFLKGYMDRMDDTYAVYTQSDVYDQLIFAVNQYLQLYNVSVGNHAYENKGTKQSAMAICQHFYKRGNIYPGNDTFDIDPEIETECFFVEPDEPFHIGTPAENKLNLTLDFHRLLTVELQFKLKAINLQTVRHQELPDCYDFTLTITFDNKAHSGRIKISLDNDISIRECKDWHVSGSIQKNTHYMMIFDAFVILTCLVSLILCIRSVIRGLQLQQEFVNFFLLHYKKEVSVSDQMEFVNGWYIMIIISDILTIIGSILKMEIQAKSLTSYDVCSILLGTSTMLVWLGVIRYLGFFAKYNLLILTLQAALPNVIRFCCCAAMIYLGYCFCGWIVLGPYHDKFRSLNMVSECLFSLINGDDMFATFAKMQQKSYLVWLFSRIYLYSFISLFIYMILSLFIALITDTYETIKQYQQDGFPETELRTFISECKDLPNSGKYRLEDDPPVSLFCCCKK
#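 Test system – HEK293 line with stable expression of human TRPML3-YFP channel · Control set – carbachol 87 µM final as high control (100%), DMSO as low control (0%) · Signal – Fluo-8 calcium dye fluorescence, ex 470-495, em 515-575 nm · Incubation – 1-h 37 °C dye load, 5-s basal, 120-s post-compound reads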
# zfTRPN1 agonist: activates the zebrafish TRPN1 channel. HEK293 zebrafish TRPN1-YFP, Fluo-8 calcium fluorescence; 100% = response to 87 µM carbachol. activation, % at 3 µM. 0.18% of 220,000 active. AID 1424;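 active = activation above its plate's cutoff, the mean activation of test wells on that plate plus 3 SD, cut at about 19% in these data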;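 note: 0% = DMSO alone and 100% = 87 µM carbachol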
#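 Material: zebrafish TRPN1-YFP in HEK293 cells; Doses: single test compound dose, 3 µM nominal, 0.3% DMSO; Timing: dye loading 1 h at 37 °C, then 30 min room temperature; Technique: intracellular calcium fluorescence with Fluo-8; Benchmarks: high carbachol 87 µM, low DMSO alone.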
# PPC-1+TRAIL kill: kills PPC-1 cancer cells in the presence of TRAIL; 0.41% of 220,000 active; cell killing (% activity), % at 4 µM; AID 1443; PPC-1 cells + TRAIL, ATPLite viability luminescence;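 active = cell killing above 50% in the first pass at 4 µM, then a duplicate retest at 5 µM averaging 50% or more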;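 note: plate controls were cells with TRAIL plus DMSO for no effect and medium-only wells lacking cells for full effect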
# CHOP inhibitor: CHOP inhibition in unfolded protein response | CHO-K1 CHOP-promoter luciferase, tunicamycin-induced, 15-18 h | inhibition, % at 10 µM | 3.8% of 220,000 active | AID 2732;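 active = compounds that reduced the stress-induced luciferase reporter signal by more than about 70% of percent inhibition, limit read from the data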;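 note: 0% = tunicamycin plus vehicle and 100% = wells without tunicamycin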
# EBV gp42 block: EBV gp42 inhibition | Q1HVG2 | Fluorescence polarization binding assay, mP read-out | inhibition, % (tested at 21.74 µM) | 0.42% of 220,000 active | AID 1085; in the data active = inhibition above about 50%
# Target sequence (Q1HVG2 whole entry, looked up): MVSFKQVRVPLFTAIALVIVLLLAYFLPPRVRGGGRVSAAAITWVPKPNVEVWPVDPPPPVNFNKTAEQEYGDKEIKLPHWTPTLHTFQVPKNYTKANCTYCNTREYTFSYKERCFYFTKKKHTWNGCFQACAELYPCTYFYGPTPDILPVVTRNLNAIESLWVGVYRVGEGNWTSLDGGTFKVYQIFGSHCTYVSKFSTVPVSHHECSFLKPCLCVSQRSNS
# Mdm2 ligase inh: blocks human Mdm2 ubiquitin ligase activity | Q00987 | cell-based MDM2 ubiquitination luciferase reporter, 2 h; 0 = plate control, 100 = twice control, blank-subtracted | 0.11% of 210,000 active | signal enhancement, % at 5 µM | AID 1230;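 active = signal enhancement of 30% or more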;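 note: luminescence tracks abundance of the self-degrading MDM2-luciferase fusion protein; higher signal means inhibition of MDM2 E3 ligase activity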
#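 System: stable MDM2–luciferase fusion reporter cells / Input: 2000 cells seeded into each well / Schedule: 4 h settle plus 2 h compound, 37 °C / Compound: single-point 5 µM / Buffer or medium: cells held in DMEM / Benchmarks: control and blank well means / Evaluation: percent signal gain over controls, blank-subtracted / Measured by: luciferase luminescence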
# TNF death inh: TNF-alpha cell death inhibition in Jurkat FADD-/- cells; Jurkat FADD-/- TNF necroptosis rescue, ATP luminescence, 24 h; 0 = TNF only, 100 = no-TNF cells; activation (protection from cell death), % at 10 µM; 0.068% of 220,000 active;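 active = activation, meaning protection from cell death, of at least 50% relative to plate controls; inactive = activation below 50%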;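 note: necroptosis triggered by 40 ng/mL TNF-alpha added together with compound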
# * = called active by the depositor; x = not tested or not shown; [ ] = remark or other dose.
compound	Runt-SMMHC FRET	NCF1 inh	TRPML3 ag	zfTRPN1 agonist	PPC-1+TRAIL kill	CHOP inhibitor	EBV gp42 block	Mdm2 ligase inh	TNF death inh
CCC(=O)N1CCC(c2ccc(OC)cc2)=N1	1	12	-0.3	0.1	-12	-41	-20	x	0.4
CC1(C(=O)NC(=S)N(CCC#N)c2ccccc2)CC1(Cl)Cl (centres undefined)	0	-3	0.6	0.2	37	-5	-9	-29	-0.7
CCn1c(NCc2cccc(OC)c2OC)nc2ccccc21	0	-4	0.0	-0.3	14	-18	-9	-7	2.6
Clc1ccccc1-c1nnc2sc(CCc3ccccc3)nn12	30	-8	-1.3	-2.4	9	-22	-17	-6	-1.4
Cc1cc(C(=O)N2CCN(S(C)(=O)=O)CC2)sc1-c1ccccc1	-1	-6	0.0	1.1	15	6	-6	-15	0.0
Cc1ccccc1OCc1nnc(SCC(=O)Nc2ccc3nc(SCC(=O)NC(C)(C)C)sc3c2)n1C	1	-4	0.6	0.2	-15[5 µM]	73*	-10	-2	-12
CCN1CCC2(CC1)N=C(c1ccc(F)cc1)C(=S)N2	2	0	1.5	1.1	12	7	-19	-21	1.3
Cc1c(CNCc2cccs2)c(C(=O)O)c(C)n1Cc1ccccc1	4	-5	0.2	-1.3	19	4	-6	-2	-1.1
O=C(/C=C/c1c(F)cccc1Cl)Nc1ccncc1	0	-9	-0.2	-0.6	17	-22	-3	-3	-5.3
CCCn1c(=O)c2c(nc(Br)n2CCC)n(C)c1=O	-6	4	-0.1	1.2	6	8	11	-16	0.4
O=C(CN1CCOCC1)Nc1ccc(S(=O)(=O)NC2CCCCC2)cc1	2	-5	1.6	1.5	17	35	-11	-12	-0.8
O=C(OC(C(=O)Nc1ccc(Cl)cc1C(F)(F)F)c1ccccc1)C1=COCCO1 (centres undefined)	-2	-3	-0.6	-2.7	7	27	4	-15	16
c1ccc(CCC2CCCCN2Cc2nc(-c3ccc4c(c3)OCO4)no2)nc1 (centres undefined)	-3	1	-0.5	-1.2	1	16	15	-16	1.0
COc1cc(C)c(Cl)c(C)c1S(=O)(=O)NC1CC(C)(C)NC(C)(C)C1	0	-9	1.8	2.6	10	9	-16	-18	3.8
C[C@@H]1CC=C[C@H]2[C@H]1C(=O)N(Cc1ccccc1)[C@H]2c1cccc([N+](=O)[O-])c1	-2	4	x	x	16	-5	-18	3	-4.6
CC1CCCCN1c1nnc(NC(=O)Cn2c(=O)oc3ccccc32)s1 (centres undefined)	4	-8	0.0	0.5	2	53	-17	-7	0.5
Clc1ccc2c(c1)C1OCCC1C(c1ccco1)N2 (centres undefined)	-9	-20	-0.4	0.3	20	58	-17	1	-3.5
O=C(CCN1CCN(Cc2ccccc2)CC1)Nc1cccc(Cl)c1	3	-18	1.0	2.4	-13	50	-18	-13	-1.4
O=C(c1cccc(F)c1)N1CCN(C(=O)c2nn3cccnc3c2Cl)CC1	-8	-5	0.4	0.9	29	-43	-1	1	-0.4
O=C(Oc1ccc(N(Cc2cccs2)C2=NS(=O)(=O)c3ccccc32)cc1)c1ccc(Cl)cc1	4	-2	0.6	-0.7	6	36	-6	-1	-1.9
O=C(NCc1ccc(F)cc1)C1CCN(S(=O)(=O)N2CCCCC2)CC1	0	-5	-0.3	2.6	7	4	-10	-5	0.2
CS(=O)(=O)Nc1cccc(S(=O)(=O)N2CCN(C(=O)c3ccccc3)CC2)c1	-2	-3	-1.0	0.6	10	-2	-4	x	0.1
CCc1sc(C(=O)N2CCc3ccccc32)cc1C	0	2	-0.8	-2.6	26[5 µM]	28	5	-30	-4.3
Cc1[nH]nc2c1C(Cc1ccccc1)C(C#N)=C(N)O2 (centres undefined)	-4	-20	0.6	-0.1	11	-5	-15	-15	-3.1
CC(=O)Nc1sc(C)c(C)c1C(=O)OCC(=O)N(CC(C)C)C1CCS(=O)(=O)C1 (centres undefined)	-1	-6	0.6	-0.5	2	12	-6	7	4.1
COc1ccc(C(=O)OCC(=O)NCc2ccco2)cc1S(=O)(=O)N1CCN(c2cccc(Cl)c2)CC1	-1	-14	0.3	-0.3	-17	43	-18	-7	-8.8
CSc1nsc(SCC(=O)N2CCCc3ccccc32)n1	-3	-3	-0.7	-1.7	5	3	-6	-6	2.2
O=C(CNC(=O)c1ccccc1F)Nc1ccccc1C(F)(F)F	-2	-1	0.5	-0.9	-2	20	-5	-9	0.4
Cn1c(=O)oc2cc(S(=O)(=O)N3CCC(C(=O)N4CCN(c5ccccc5)CC4)CC3)ccc21	1	-6	0.1	0.1	12	35	-22	-14	2.0
O=C1CN(CC(=O)N2CCOCC2)c2ccccc2O1	-5	-4	0.5	0.6	26	6	6	-13	-1.8
O=C(CCSCc1ccccc1Cl)NCc1cccs1	4	-5	-1.5	-3.1	-1	-1	-2	-7	2.3
O=C1/C(=C/c2ccccn2)COc2ccccc21	-6	1	-0.5	-0.5	5	-48	-16	-11	-6.5
Clc1ccc(-c2nnc(Sc3nc4ccccc4o3)c3ccccc23)cc1	-2	-18	-0.4	0.3	x	-63	-9	-18	-17
COc1ccc(CCNC(=O)COC(=O)Cc2ccc(OC)cc2)cc1	-3	0	-0.2	0.2	-2	-4	-15	-14	0.3
CC(NC(=O)CCCCCN1C(=O)c2ccccc2C1=O)c1ccc2c(c1)CCCC2 (centres undefined)	-1	-5	0.1	-0.9	5	23	-9	-6	-7.6
CC(C)CC(NC(N)=O)C(=O)NCCc1ccc(Cl)cc1Cl (centres undefined)	3	-9	-0.3	0.1	0	17	-14	-13	0.1
CC1CCCN(CC(O)COc2ccc3c(c2)OCO3)C1 (centres undefined)	0	-4	1.7	0.8	13	-5	-6	-3	0.1
CCOC(=O)c1nnn(CC(=O)NC(=O)Nc2cccc(CC)c2)c1C(=O)OCC	0	-1	0.6	1.4	5	26	-8	6	0.3
CC(O)CNCCCCOc1ccc(OCc2ccccc2)cc1 (centres undefined)	-1	-6	0.8	2.5	17	10	-21	-5	3.9
CCNc1nc(NCC)n2c(SC(C(=O)Nc3cc(C)ccc3OC)c3ccccc3)nnc2n1 (centres undefined)	0	-32	-0.8	-0.8	-5	7	-17	-9	2.0
CCOC(=O)N1CCN(C(=O)CSc2ncccn2)CC1	1	-1	0.7	-0.2	5	-7	-23	0	0.9
CC(C)CN(C(=O)CN1CCc2ccccc21)c1c(N)n(CC(C)C)c(=O)[nH]c1=O	72*	0	-0.4	0.4	-4	-6	-14	-7	-0.1
C(=C1/CCCC2=C1Nc1ncnn1C2c1ccccc1)/c1ccccc1 (centres undefined)	6	-4	-0.1	1.8	13	112*	-34	-11	-9.0
CCc1ccc(C2=Nn3c(nnc3-c3cccs3)SC2)cc1	-2	25	-0.4	-2.2	-1	57	-29	-13	-2.0
COc1ccc(CCNC(=O)C(=O)NCc2ccc(C(C)C)cc2)cc1OC	-4	-6	-0.9	1.0	9	15	-10	1	-9.7

# Reprinted from the part before: 3 entries, then new ones.
compound	Runt-SMMHC FRET	NCF1 inh	TRPML3 ag	zfTRPN1 agonist	PPC-1+TRAIL kill	CHOP inhibitor	EBV gp42 block	Mdm2 ligase inh	TNF death inh
C(=C1/CCCC2=C1Nc1ncnn1C2c1ccccc1)/c1ccccc1 (centres undefined)	6	-4	-0.1	1.8	13	112*	-34	-11	-9.0
CCc1ccc(C2=Nn3c(nnc3-c3cccs3)SC2)cc1	-2	25	-0.4	-2.2	-1	57	-29	-13	-2.0
COc1ccc(CCNC(=O)C(=O)NCc2ccc(C(C)C)cc2)cc1OC	-4	-6	-0.9	1.0	9	15	-10	1	-9.7
CCn1nc(C(=O)OCC(=O)Nc2nc(-c3ccc(OC)cc3)cs2)c2ccccc2c1=O	1	-30	0.9	0.6	1	-4	-6	-12	1.8
O=C(COc1cccc2ccccc12)N/N=C/c1ccc(Sc2nc3ccccc3s2)o1	1	-15	0.5	0.2	21	58	-6	-9	-6.3
O=C(c1c(Cl)cccc1Cl)N1CCN(c2ccccn2)CC1	-4	20	0.3	0.0	-8	26	-16	-19	0.6
COCCNC(=O)/C(C#N)=C/C=C/c1ccccc1[N+](=O)[O-]	4	-8	1.4	0.1	17	9	-13	2	7.3
CN1Cc2sc(NC(=S)NC(=O)c3ccccc3)c(C#N)c2CC1(C)C	67*	-153	4.9	6.6	-6	66	-38	-45	3.5
CCOCCCn1c(SCC(=O)Nc2ccc(C(N)=O)cc2)nc2ccccc2c1=O	2	-14	0.7	-0.2	7	-17	-12	-9	-2.5
COc1ccc(C(=O)Nc2cccc(-c3cc4ccccc4oc3=O)c2)cc1[N+](=O)[O-]	-6	32*	-0.2	-1.3	23	58	58*	-11	-4.9
COc1ccc(/C=N/Nc2nc(N3CCCC3)nc(N3CCCC3)n2)cc1O	1	-8	0.8	-0.6	25	-2	-21	5	0.2
Cc1nnc(SCc2ccc(F)cc2)n1NC/C=C/c1ccccc1	-2	-7	0.7	2.9	17	32	-4	5	-5.2
C=CCNC(=S)NNC(=O)c1csc(CC)c1	2	-9	0.8	-0.6	15	23	-4	18	1.0
CCOC(=O)C(CSCC(=O)c1ccc(Cl)cc1Cl)NC(=O)OC(C)(C)C (centres undefined)	-2	-10	0.6	-1.1	24	53	-17	-6	-0.5
O=C(NCCN1C(=O)C2C3C=CC(C3)C2C1=O)Nc1ccccc1O (centres undefined)	0	1	1.0	1.0	-8	24	-16	-11	1.2
Cc1ccccc1-n1c([C@@H]2C[C@H]2c2ccccc2)n[nH]c1=S	4	-10	-0.4	-1.4	-5	-14	-3	-8	2.6
O=C(NC(=O)N1CCN(c2ccccc2)CC1)c1ccc(Cl)cc1	-2	-15	0.1	1.0	4	2	-17	x	-1.9
N/C(=N\OC(=O)COc1ccc(Br)cc1)c1cccnc1	-6	-8	1.1	0.6	17	-10	-14	7	0.3
CCc1nnc(NC(=O)C2CCCCN2S(=O)(=O)c2ccccc2)s1 (centres undefined)	1	-10	0.2	-1.4	-1	21	-18	9	-1.1
Cc1cc2c3nonc3ccc2n1C	-10	-11	0.1	-0.3	23	45	-6	-11	-3.5
O=C(NNC(=O)c1ccccc1[N+](=O)[O-])c1ccccn1	-2	-8	0.5	0.2	23	5	-1	-9	0.3
Brc1ccc(-c2cn3nc4c(nc3n2)CCCC4)cc1	-6	-41	1.0	-0.9	8	96*	-22	-66	0.1
